From PubChem
Nrf2 ARE act: qHTS of Nrf2 Activators; AID 624171, 2012; hit rate 0.31% among 410,000; AREc32 ARE-luciferase reporter (MCF7-derived line), luminescence, 24 h; Potency, µM (highest dose often 46.1 µM), for the others: top-dose activation, actives largely listed as activators; further: potency means the concentration at half of the fitted maximal effect; % of control where 0% means no effect; nearly all actives have a fitted effect of over 65% in size
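AREc32_Fluc, 1000 cells/well, OPTI-MEM + 5% FBS, o/n 37 deg C 5% CO2; 23 nL cpd by pin tool, 24 hr; Steady-Glo 30 min RT, luminescence.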
ATXN2 expr inh: Primary qHTS for Inhibitors of ATXN expression. HEK-293 ATXN2-luciferase reporter, luminescence, 24 h. Potency, µM (doses to about 57 µM), without a hit: at the highest dose activity change, negative = inhibition, usual class: inhibitors. hit rate 0.72% among 360,000; further: potency means the concentration at half of the fitted maximal effect; on the % scale 0 is the no-effect control and ±100 the full control effect; nearly all actives have a fitted effect of over 55% in size
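qHTS (up to 57 uM final) was run with 24 h compound exposure of reporter cells at 37 °C. Each well was multiplexed: SteadyGlo luminescence measured ATXN2-luciferase expression after a fluorogenic Gly-Phe-AFC viability readout (25 uM final).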
IL-2 act: qHTS of IL-2 Activators | hit rate 0.065% among 360,000 | IL-2 activation reporter assay, cell-based qHTS; stimulated with anti-CD3/CD4/CD28 beads; in transgenic mouse T cells | activation, % (series mostly up to about 46 µM); in the data active means activation above about 50%; inconclusive means mostly about 30% to 49%; further: 0% is about no effect
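Unstimulated transgenic mouse T cells preincubated 60 min with compound, then stimulated with anti-CD3/anti-CD4-coated beads plus anti-CD28 for 18 h at 37 degrees C. IL-2 response read as EGFP and DsRed fluorescence by plate cytometry.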
A549 tox: Nrf2 qHTS screen for inhibitors: counterscreen for cytotoxicity | A549 ARE-Fluc cells, CellTiter-Fluor viability, 18-24 h | Potency, µM (series often up to 46 µM), without a hit: top-dose activity change, negative = cytotoxicity, hits mostly inhibitors | hit rate 0.16% among 390,000; further: potency means the concentration at half of the fitted maximal effect; on the % scale 0 is the no-effect control and ±100 the full control effect
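Cytotoxicity counterscreen: CellTiter-Fluor fluorescence was measured in A549 ARE_Fluc cells after 18-24 h of compound exposure in a concentration series. The subsequent BugLite luminescent read reports ARE-luciferase activity.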
S2 tox: Viability Counterscreen for Primary qHTS for Inhibitors of ATXN expression; S2 cells (HEK-293 line with an ATXN2-luciferase reporter) viability, CellTiter-Fluor protease fluorescence, 24 h; Potency, µM (top dose mostly 56.7 µM), actives largely listed as cytotoxic; hit rate 0.49% among 400,000; AID 651635, 2014; further: potency means the concentration at half of the fitted maximal effect; nearly all actives have a fitted effect of over 40% in size
HepG2 tox: qHTS for Inhibitors of TGF-b: Cytotox Counterscreen; HepG2 CAGA-GFP viability, ATP luminescence, 18 h; Potency, µM (series often up to 46.1 µM), inactives show at the highest dose activity change, negative = cytotoxicity, hits mostly cytotoxic; hit rate 0.76% among 410,000; AID 588856, 2011; further: potency means the concentration at half of the fitted maximal effect; some results filed as inactive show a strong effect at the top dose
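HepG2 CAGA-GFP cells (1000/well, DMEM with 1% FBS) received compound, then TGF-beta at 500 pg/mL final, and were incubated 18 hours at 37 degrees C. Viability was read by CellTiter-Glo luminescence. Media-only wells were set as complete cell-killing and DMSO as no toxicity.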
TGFb inhibitor: qHTS for Inhibitors of TGF-b; hit rate 1.2% among 410,000; Potency, µM (series often up to 46.1 µM), for the others: at the top dose activity, negative = inhibition, actives largely listed as inhibitors; HepG2 CAGA-GFP TGF-b/SMAD3 reporter, GFP fluorescence, 18 h; TGF-beta stimulated, 500 pg/mL final; further: potency means the concentration at half of the fitted maximal effect; on the % scale 0 is the no-effect control and ±100 the full control effect; nearly all actives have a fitted effect of over 65% in size
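Per well, imaged GFP fluorescence of HEPG2 CAGA-GFP cells gives the signal; cells get compound, then TGF-beta (500 pg/mL final), 18 h at 37 degrees C; %Activity versus -TGF-beta and +DMSO controls.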
EPAC2 ag: qHTS for Agonist of cAMP-regulated guanine nucleotide exchange factor 4 (EPAC2): primary screen. Rap guanine nucleotide exchange factor 4 (Homo sapiens), Q8WZA2. EPAC2 activation, biochemical qHTS; response scale: 100% = 6.5 mM cAMP response. Potency, µM (highest dose often 154 µM), for inactives: at the highest dose activation, most hits filed as activators. hit rate 0.079% among 360,000. AID 720711, 2013; further: potency means the concentration at half of the fitted maximal effect; nearly all actives have a fitted effect of over 50% in size
Target sequence (Q8WZA2 whole entry, looked up): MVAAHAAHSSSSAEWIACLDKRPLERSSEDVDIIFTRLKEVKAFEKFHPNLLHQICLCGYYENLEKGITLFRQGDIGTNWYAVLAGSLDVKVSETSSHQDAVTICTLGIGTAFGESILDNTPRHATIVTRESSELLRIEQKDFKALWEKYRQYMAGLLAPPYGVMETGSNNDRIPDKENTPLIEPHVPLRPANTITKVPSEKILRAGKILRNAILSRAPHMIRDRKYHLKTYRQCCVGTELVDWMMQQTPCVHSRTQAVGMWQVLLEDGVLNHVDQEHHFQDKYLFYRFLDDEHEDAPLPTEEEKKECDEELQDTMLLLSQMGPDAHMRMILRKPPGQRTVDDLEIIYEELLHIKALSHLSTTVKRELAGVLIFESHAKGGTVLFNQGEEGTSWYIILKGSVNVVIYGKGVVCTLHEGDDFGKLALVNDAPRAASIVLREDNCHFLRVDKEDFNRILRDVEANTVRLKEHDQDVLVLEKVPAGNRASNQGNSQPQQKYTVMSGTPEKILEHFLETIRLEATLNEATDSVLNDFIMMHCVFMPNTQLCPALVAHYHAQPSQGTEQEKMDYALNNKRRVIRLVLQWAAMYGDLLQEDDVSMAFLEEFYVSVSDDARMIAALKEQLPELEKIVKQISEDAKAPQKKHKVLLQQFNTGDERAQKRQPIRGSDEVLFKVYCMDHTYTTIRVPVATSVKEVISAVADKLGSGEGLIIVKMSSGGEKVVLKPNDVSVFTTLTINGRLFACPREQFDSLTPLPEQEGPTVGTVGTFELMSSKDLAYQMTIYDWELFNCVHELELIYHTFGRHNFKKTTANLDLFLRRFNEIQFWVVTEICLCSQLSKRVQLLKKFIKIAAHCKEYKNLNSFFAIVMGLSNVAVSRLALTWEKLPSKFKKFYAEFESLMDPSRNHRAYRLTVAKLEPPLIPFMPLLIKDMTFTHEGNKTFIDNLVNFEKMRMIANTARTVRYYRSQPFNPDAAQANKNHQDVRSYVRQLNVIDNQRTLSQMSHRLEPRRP
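Nucleotide exchange monitored as fluorescence drop when BODIPY-GDP leaves Rap1B. Reaction: 100 nM EPAC2, 250 nM RAP1B-BODIPY-GDP, 50 uM GDP, room temperature, kinetic read over 30 min. Activity expressed relative to 6.5 mM cAMP.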
Nrf2 block: Nrf2 qHTS screen for inhibitors. A549 ARE-Fluc reporter, luciferase luminescence, 18-24 h. Potency, µM (titrated, usually from 46 µM), for inactives: at the highest dose activity change, negative = inhibition, hits mostly inhibitors. hit rate 2.1% among 360,000. AID 504444, 2011; further: potency means the concentration at half of the fitted maximal effect; on the % scale 0 is the no-effect control and ±100 the full control effect; nearly all actives have a fitted effect of over 60% in size
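Reporter: ARE-Fluc in A549. Exposure: 18-24 h, 37 °C, 5% CO2, 5% FBS OPTI-MEM. Readouts: fluorescent cytotoxicity (CellTiter-Fluor), then luminescent Nrf2 signal after BugLite.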
* = called active by the depositor; i = inactive; ? = inconclusive; · = not tested or not shown; [ ] = another dose, or the depositor's remark. Unless noted, the call rests on the fitted dose curve; in most records, active means well fitted curve in the direction sought with a large enough effect; inconclusive means small, poorly fitted or top-dose-only effect, or another doubt; inactive means no such curve, though single readings can be large; an effect the other way counts as inactive or inconclusive.

SMILES	Nrf2 ARE act	ATXN2 expr inh	IL-2 act	A549 tox	S2 tox	HepG2 tox	TGFb inhibitor	EPAC2 ag	Nrf2 block
CCCCn1c(C)nc2c(=O)n(C)c(=O)[nH]c21	-1.1%	1%	-1.5	4%	?	-12%	-10%	-5%	-11%
O=C(NNc1ccc(Cl)nn1)c1ccc(Cl)cc1	3.1%	1%	-2.6	8%	i	-11%	-4%	6%	-1%
Clc1ccccc1CSc1nnc(-c2cccnc2)n1Cc1ccco1	-0.2%	7%	-0.2	1%	i	-25%	25%	8%	8%
COc1cccc(OC)c1OCCN1CCN(C(c2ccccc2)c2ccccc2)CC1	0.1%	-33%	3.5	-1%	i	-48%	?	13%	13%
Nc1c(C(=O)NCCC2=CCCCC2)sc2ccc(S(=O)(=O)N3CCCCC3)cc12	0.2%	·	-5.0	6%	i	-7%	-28%	8%	?
COc1ccc(-c2nc(CSCC(=O)N3CCN(C)CC3)c(C)o2)cc1OC	0.2%	3%	0.1	-4%	i	3%	15%	5%	6%
COc1cccc(/C=C/C(=O)OCC(=O)Nc2cccc(S(=O)(=O)NC3=NCCCCC3)c2)c1	2.7%	8%	0.3	-5%	i	3%	-9%	-1%	-4%
O=C(CCSc1nnc2scc(-c3ccccc3)n12)Nc1nc(-c2ccccc2)ns1	0.7%	-7%	0.0	9%	i	4%	10%	-9%	1%
CCn1cc(CN2CCC(n3nccc3NC(=O)C3CCCC3)CC2)c(C)n1	0.0%	-8%	-1.1	1%	i	4%	4%	15%	-3%
COC(=O)c1sccc1NC(=O)c1ccc(C)o1	?	-3%	-4.1	-3%	i	-30%	1%	11%	-8%
COC(=O)c1cn(C(=O)c2ccc(OC)cc2)c2ccccc12	-0.4%	-20%	-2.5	0%	i	1%	-7%	0%	-27%
Cc1onc(-c2c(F)cccc2Cl)c1C(=O)Nc1ccc(S(=O)(=O)N2CCOCC2)cc1	-0.6%	6%	0.5	-2%	i	5%	3%	3%	2%
O=C(O)C1=C[C@@H](c2coc3ccccc3c2=O)C[C@@H](OCCCCO)O1	2.2%	2%	0.4	8%	i	-1%	-4%	2%	?
CCOC(=O)C1=C(C)NC(=O)NC1c1ccc(NC(C)=O)cc1 (configuration not stated)	-0.5%	5%	-0.4	-11%	i	-20%	62%	10%	10%
O=C(N/C(=C\c1ccco1)C(=O)N1CCCCC1)c1ccc([N+](=O)[O-])cc1	0.0%	-12%	1.3	3%	?	2%	8%	1%	2%
COc1cc(/C=C/C(=O)OCC(=O)Nc2oc(C)c3c(C)n[nH]c(=O)c23)ccc1OC(F)F	2.8%	-9%	-0.6	2%	i	-10%	0%	-4%	0%
O=C(Nc1ccon1)C1CCN(S(=O)(=O)c2cccs2)CC1	5.9%	32%	0.1	-1%	i	-3%	-11%	16%	20%
O=C(Nc1ccc(Cl)cc1)Nc1cccc(C(=O)O)c1	-2.2%	8.9µM*	0.4	2%	i	-3%	1%	5%	?
CCCNC(=O)C(Cc1ccc(OC)cc1)NC(=O)c1ccc(C#N)cc1 (configuration not stated)	3.2%	4%	1.0	3%	i	-6%	-2%	5%	-5%
Cc1ccc(-c2n[nH]c(=O)c3ccccc23)cc1S(=O)(=O)Nc1ccccc1	9.1%	-5%	-1.5	18%	?	7%	0%	-1%	?
O=C1CCCC(O)=C1C1C2=C(CCCC2=O)OC2=C1C(=O)CCC2	-0.4%	-11%	1.1	3%	·	15%	13%	4%	1%
CC(=O)OCC(=O)[C@@]1(O)CCC2C3CCC4=CC(=O)CCC4(C)C3C(=O)CC21C (some centres not stated)	0.6%	1%	0.2	-7%	i	6%	-4%	9%	2%
Cc1oc2c(CN3CCCC3)c(O)ccc2c(=O)c1Oc1ccccc1Br	-0.9%	-8%	-1.0	?	i	1%	-28%	-1%	9%
Cc1ccc(NC(=O)CN2C(=O)COc3ccc(S(=O)(=O)NC4CCCC4)cc32)c(Cl)c1	0.1%	0%	·	-6%	?	1%	-30%	·	-11%
CSc1ccc(Cn2c(C)c(C(=O)NCCC#N)sc2=O)cc1	0.2%	-7%	-0.3	·	i	3%	2%	0%	·
C#CCNC(=O)C[C@@H]1C[C@@]2(C(=O)OC)CCCCC=C2N(Cc2ccco2)C1=O	-0.9%	1%	0.1	·	i	·	·	4%	·
Cc1cc(Br)cn2c(Cc3ccccc3)c(-c3ccco3)nc12	10µM*	14%	0.3	·	?	-2%	-29%	14%	·
CC(=O)c1c(C)[nH]c(C(=O)N(CCc2ccccc2)Cc2ccccc2)c1C	7.1%	0%	-4.8	-6%	i	-29%	-21%	5%	-26%
CCCn1c(C)cc(-c2csc(N)n2)c1C	0.0%	-8%	1.9	-13%	i	3%	5%	-13%	14%
CC(C)(CN1CCCC1)NS(=O)(=O)c1ccc(Cl)cc1	-0.8%	-9%	-0.3	8%	i	-3%	6%	7%	-3%
S=c1[nH]nc(CNc2cccc(Cl)c2)o1	0.2%	24%	-1.3	2%	i	-2%	5%	8%	-4%
COc1ccc(NC(=O)Nc2ccc3c(c2)C(=O)N([C@H](C)CO)C[C@@H](C)[C@@H](CN(C)C(=O)C2CCCCC2)OCCCC[C@H](C)O3)cc1	0.2%	-26%	-1.6	·	?	-16%	0%	-6%	·
Cc1ccc(C(=O)Nc2ncn[nH]2)cc1	-0.5%	4%	1.1	0%	?	2%	-6%	0%	0%
Cc1ccc(NC(=O)[C@H](CSCc2ccccc2)N2Cc3ccccc3C2=O)cc1	0.0%	21%	·	-20%	i	-1%	-4%	·	15%
COc1ccc(C2CC(c3ccc(Br)cc3)=NN2C(=O)CSC2=NN3CCCC(=O)N=C3S2)cc1 (configuration not stated)	-0.7%	4%	-1.2	3%	i	-17%	-4%	8%	1%
CCOc1cc(CNc2ccc3c(c2)CCC3)ccc1O	3.2%	4%	-0.8	-3%	i	-22%	6%	2%	0%
COCCCn1c(C)nnc1SCC(=O)Nc1cccc(C)c1	0.7%	0%	0.8	-4%	i	2%	2%	6%	6%
CCC(=O)Nc1nnc(Sc2ccc(N(C)C)cc2)s1	2.8%	4%	-3.7	1%	i	1%	-7%	12%	?
CCCN1CN(Cc2ccccc2)CC2=C1CC(C)(C)CC2=O	-0.8%	2%	2.1	1%	i	-18%	-5%	7%	4%
COc1ccc(OC)c(C2CC(=O)c3c([nH]c(C(=O)OCC4CCCO4)c3C)C2)c1 (configuration not stated)	-1.6%	-22%	-3.5	-9%	?	-8%	-2%	6%	?
CSCC[C@H](NC(=O)OC(C)(C)C)C(=O)N/N=C/c1cccc2nccnc12	1.5%	-28%	-0.2	2%	i	-26%	15%	1%	-20%
CC(C)C(=O)NC(C)C(c1cccs1)N1CCN(C)CC1 (configuration not stated)	-0.6%	-3%	-2.8	-3%	i	2%	12%	3%	·
O=C(NC1CC1)C1=C[C@H](c2csc3ccccc23)C[C@H](OCCCCO)O1	0.8%	-1%	-0.4	-3%	i	-18%	1%	5%	-20%
COc1cccc(-c2noc(-c3ccc(Cl)nc3)n2)c1	?	34%[activator]	-0.1	9%	i	-17%	13%	2%	?
CC(C)(C)C(=O)Cn1nc(Cl)nc1Cl	0.8%	·	-2.1	0%	i	2%	2%	2%	-15%

Reprinted from the part before: three compounds, followed by the next part.
SMILES	Nrf2 ARE act	ATXN2 expr inh	IL-2 act	A549 tox	S2 tox	HepG2 tox	TGFb inhibitor	EPAC2 ag	Nrf2 block
O=C(NC1CC1)C1=C[C@H](c2csc3ccccc23)C[C@H](OCCCCO)O1	0.8%	-1%	-0.4	-3%	i	-18%	1%	5%	-20%
COc1cccc(-c2noc(-c3ccc(Cl)nc3)n2)c1	?	34%[activator]	-0.1	9%	i	-17%	13%	2%	?
CC(C)(C)C(=O)Cn1nc(Cl)nc1Cl	0.8%	·	-2.1	0%	i	2%	2%	2%	-15%
O=S(=O)(c1ccccc1C(F)(F)F)N1CCC(n2cnc3ccccc32)CC1	-0.3%	-11%	-0.3	1%	i	-24%	-20%	-5%	-13%
N#CC(C(=O)C1CCCCC1)c1nc2ccccc2[nH]1 (configuration not stated)	5.1%	18%	0.2	-2%	i	-30%	-8%	1%	?
CCCCNc1c(-c2ccc(OC)c(Sc3ccc(OC)cc3)c2)nc2cnccn12	-0.5%	?	-0.5	-5%	·	-24%	?	6%	?
O=C(/C=C/c1ccccc1Cl)NC(=S)Nc1ccccc1C(=O)NC1CCCCC1	0.0%	47%[activator]	-1.1	-3%	?	2%	?	8%	?
COc1ccc(-n2nc3c(c2NC(=O)C2CCCC2)CS(=O)(=O)C3)cc1	-0.8%	1%	2.0	1%	?	0%	10%	6%	4%
O=C1CCCS(=O)(=O)c2ccccc21	0.5%	-36%	-0.7	9%	i	-34%	-3%	13%	1%
CCc1ccc2c(c1)c(=O)c(S(=O)(=O)c1ccccc1)cn2CC(=O)Nc1ccc(OC)cc1	0.3%	6%	·	-9%	i	0%	3%	·	6%
CC1=CCC(C(=O)O)(C(=O)N/N=C/c2cccnc2)C(c2ccccc2)C1 (configuration not stated)	0.1%	-3%	-0.1	-9%	i	6%	12%	8%	-2%
CCOC(=O)C1CCCN(Cc2nc(Cc3cccc(F)c3)no2)C1 (configuration not stated)	0.3%	·	-0.6	8%	i	11%	21%	4%	10%
CCOC(=O)Cn1c(=O)n(-c2ccccc2OC)c2nc(-c3ccccc3)nc(C(N)=O)c21	0.4%	-19%	·	-11%	?	-1%	4%	·	·
